# TCR activator = activators of T cell receptors; primary human leukocytes, anti-CD3, IL-2 HTRF, 48 h; 330,000 tested, under 10 active; Potency, µM (doses to about 9.22 µM), for inactives: at the highest dose activation of IL-2 secretion, usual class: activators; note: % of control where 0% means no effect
#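 Readout: HTRF IL-2, Eu-cryptate/d2 antibody pair, 320nm excitation, 665nm emission. Stimulus: a-CD3 beads, no co-stimulation. Cells: primary human leukocytes. Exposure: 48 hr with compound.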
# CXXC DNA block = inhibitors of human MLL CXXC domain-DNA interaction; 290,000 tested, 0.037% active; AID 2662; MLL-CXXC / FITC-HOXA9 DNA fluorescence polarization; Potency, µM (series often up to 115 µM), inactives show top-dose activity change, negative = inhibition, usual class: inhibitors; Q03164; active = well fitted inhibition curve with a large enough effect in the polarisation, with a control signal flat, not every such curve was filed as active; inconclusive = small, poorly fitted or top-dose-only effect, or effect the other way, or a change in a side signal; inactive = no such curve, though single readings can be large or run the other way; the % refers to the polarisation; note: potency is the fitted concentration of half-maximal effect
#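 Purified MLL-CXXC (added from a 7 uM solution) was preincubated 5 min at ambient with pinned compounds in 50 mM Tris-HCl pH 7.5, 50 mM NaCl, 1 mM DTT, 0.05% BSA. Fluorescein-labeled HOX-A9 DNA (50 nM solution) followed, 30 min, then polarization read.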
# B2AR arrestin = agonists driving beta-arrestin recruitment to human beta2-adrenergic receptor. Potency, µM (series often up to 46.1 µM), for inactives: top-dose activation, actives largely listed as activators. beta-arrestin recruitment to beta2AR, cell-based reporter. 330,000 tested, 0.02% active;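 note: potency is the fitted concentration of half-maximal effect; 0% = DMSO controls and full agonism = EC100 isoproterenol or metaproterenol; nearly all actives have a fitted effect of over 65% in size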
# Target sequence (P07550 whole entry, looked up): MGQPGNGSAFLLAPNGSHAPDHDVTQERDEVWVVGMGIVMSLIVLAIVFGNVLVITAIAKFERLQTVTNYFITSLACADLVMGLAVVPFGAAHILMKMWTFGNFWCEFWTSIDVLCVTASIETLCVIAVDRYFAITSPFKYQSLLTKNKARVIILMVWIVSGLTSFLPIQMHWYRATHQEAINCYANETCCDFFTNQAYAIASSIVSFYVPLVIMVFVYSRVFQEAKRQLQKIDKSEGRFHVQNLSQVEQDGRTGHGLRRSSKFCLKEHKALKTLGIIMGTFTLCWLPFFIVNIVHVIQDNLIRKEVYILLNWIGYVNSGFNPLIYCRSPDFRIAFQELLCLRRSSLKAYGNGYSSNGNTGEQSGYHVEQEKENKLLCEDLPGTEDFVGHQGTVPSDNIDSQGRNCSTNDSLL
# BRCA1 expr up = activators of BRCA1 expression; AID 624202; MCF7-BRCA1-FFLuc reporter, luminescence, 48 h; response scale: scaled: vehicle 0%, 10 µM genistein 100%; 380,000 tested, 1.1% active; Potency, µM (highest dose often 46.1 µM), inactives show at the highest dose activation, hits mostly activators; note: potency is the fitted concentration of half-maximal effect; nearly all actives have a fitted effect of over 80% in size; some results filed as inactive show a strong effect at the top dose
#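 Luminescence from a BRCA1-driven firefly luciferase in MCF7 cells was the read-out, taken 15 min after substrate addition following 48 h compound exposure at 37 °C. Data were normalized to a 10 microM genistein control and DMSO vehicle.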
# TRPV1 agonist = activates the human vanilloid receptor TRPV1; Q8NER1; TRPV1-expressing cells, Fluo-8 calcium influx, agonist mode; activation, % at 8.33 µM; 320,000 tested, 0.19% active; in the data active = activation above about 80%; inconclusive = between about 30% and that limit; note: 0% is about no effect
#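 Cells expressing TRPV1 were dye-loaded with Fluo-8 and read kinetically: 10 s baseline, 3 min after compound (agonist portion), then 2 min after EC20 capsaicin (allosteric enhancer portion). Calcium-bound dye fluorescence at 480/520 nm.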
# ELG1 repair inh = ELG1-dependent DNA repair inhibition | HEK293T ELG1-luciferase reporter, luminescence, 16 h; DNA damage induced by 5-fluorouridine | Potency, µM (titrated, usually from 46.1 µM), without a hit: at the top dose activity change, negative = inhibition, actives largely listed as inhibitors | 330,000 tested, 2.3% active | AID 504467; note: potency is the fitted concentration of half-maximal effect; % is set by controls: 0 for no effect and ±100 for the full control effect; nearly all actives have a fitted effect of over 55% in size
#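 5-Fluorouridine DNA damage + compound/DMSO, 2,000 cells/well, 16 h, 37 °C/5% CO2. ONE-Glo, 30 min RT, luminescence. Readout = decrease in reporter signal.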
# p53 reactivator = mutant p53 re-activation in reporter cells. Potency, µM (highest dose often 92.2 µM), for the others: at the highest dose activity change, positive = activation, usual class: activators. 320,000 tested, 0.063% active. H1299 p53-A138V BP100-luciferase reporter, luminescence, 24 h; note: potency is the fitted concentration of half-maximal effect; % of control where 0% means no effect; nearly all actives have a fitted effect of over 45% in size
#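 H1299 (p53-null), stable ts p53-A138V + BP100-Luc; 1000 cells/well, Opti-MEM/10% FBS; cpd 4 pt, 1:5; 24 h, 37 deg C, 5% CO2; detection reagent 10 min RT; luminescence.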
# PTAP TSG101 blk = blocks PTAP/TSG101 interaction to inhibit HIV-1 budding; Q99816; Fluorescence polarization, FITC-PTAP peptide / Tsg101 binding; Potency, µM (highest dose often 115 µM), for inactives: at the highest dose activity change, negative = inhibition, hits mostly inhibitors; 340,000 tested, under 10 active; active = well fitted inhibition curve with a large enough effect in the main read-out, with a control signal flat, not every such curve was filed as active; inconclusive = small, poorly fitted or top-dose-only effect, or effect the other way, or a change in a side signal; inactive = no such curve, though single readings can be large or run the other way; note: potency is the fitted concentration of half-maximal effect; % of control where 0% means no effect
# Target sequence (Q99816 whole entry, looked up): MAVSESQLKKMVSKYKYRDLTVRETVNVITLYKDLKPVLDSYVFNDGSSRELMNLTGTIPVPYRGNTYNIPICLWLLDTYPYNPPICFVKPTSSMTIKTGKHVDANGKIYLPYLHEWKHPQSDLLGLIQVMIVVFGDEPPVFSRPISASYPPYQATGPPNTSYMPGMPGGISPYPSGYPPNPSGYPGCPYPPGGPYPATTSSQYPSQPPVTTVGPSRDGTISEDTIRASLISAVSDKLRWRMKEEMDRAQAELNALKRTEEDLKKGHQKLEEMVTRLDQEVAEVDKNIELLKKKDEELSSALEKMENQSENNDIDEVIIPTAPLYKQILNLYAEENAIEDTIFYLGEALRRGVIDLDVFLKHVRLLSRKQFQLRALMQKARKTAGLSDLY
#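 Compounds were pin-transferred onto Tsg101 binding domain (10 uM final) in HEPES pH 7.5 buffer, then FITC-PTAP peptide was added at 50 nM final. After 20 min at RT, polarization reported peptide displacement across a qHTS concentration series.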
# Integrin act MD = activates integrin-mediated alleviation for muscular dystrophy; Potency, µM (doses to about 38.3 µM), for the others: at the highest dose activation, hits mostly activators; alpha7betagal myoblasts, beta-gal FDG fluorescence, 48 h; 350,000 tested, 0.064% active; AID 624291;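 note: potency is the fitted concentration of half-maximal effect; 100% = response of the positive control SU9516; nearly all actives have a fitted effect of over 60% in size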
#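 alpha7betagal+/- myoblasts (passage 13, 250/well) treated 48 h at 37C with compounds at 1:260 dilution of DMSO stock. Lysed, then beta-galactosidase activity read as FDG fluorescence (ex 480/em 540) after 30 min, with pre-read for autofluorescence.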
# A-T KAP1 phos = candidate therapy for ataxia-telangiectasia; […] A-T fibroblasts, KAP-1 phosphorylation AlphaLISA; neocarzinostatin DNA damage 30 min before lysis; Potency, µM (top dose mostly 57.5 µM), for inactives: at the highest dose activation, usual class: activators; 320,000 tested, 0.19% active; note: potency is the fitted concentration of half-maximal effect; % of control where 0% means no effect; nearly all actives have a fitted effect of over 45% in size
#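 hTERT-immortalized A-T patient fibroblasts ([…]), 500 cells/well in OPTI-MEM, 1% FBS, got compounds for 60 min, then NCS for 30 min at 37C. Lysates were then assayed for phospho-KAP-1 by AlphaLISA (anti-pKAP1 donor, anti-KAP1 acceptor beads), 6 hr at 25C.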
# * = called active by the depositor; ? = inconclusive; . = not tested or not shown; & = joins results of further samples; [ ] = another dose, or the depositor's remark. Unless noted, calls come from the whole dose curve; as a rule, active = well fitted curve in the direction sought with a large enough effect; inconclusive = small, poorly fitted or top-dose-only effect, or another doubt; inactive = no such curve, though single readings can be large; an effect the other way counts as inactive or inconclusive.
[1] Cn1c(=O)oc2cc(S(=O)(=O)NCCN3CCN(c4ccccc4)CC3)ccc21
[2] O=C(Cn1nnc(-c2ccc(NC(=O)c3ccccc3F)cc2)n1)NCc1ccc(F)cc1
[3] O=C(Nc1ccc2c(c1)OCCO2)c1cc(-c2ccccn2)nc2ccc(Br)cc12
[4] COc1ccc(C(=O)NC2=C(C#N)CCC2)cc1OC
[5] COc1ccc(CNC(=O)c2ccc3c(=O)n(-c4ccccc4)c(=O)[nH]c3c2)cc1
[6] O=C1C2C(c3ccccc3)C=CC(c3ccccc3)C2C(=O)N1c1cccnc1 (stereo not given)
[7] Cn1cc([N+](=O)[O-])c(C(=O)NCC(=O)O)n1
[8] CCOc1cc(C2NC(=O)c3ccccc3O2)ccc1OC (stereo not given)
[9] COC(=O)c1ccc(C2C(C#N)=C(N)Oc3cc(C)n(C)c(=O)c32)cc1 (stereo not given)
[10] Cc1ccc(NC(=O)CS(=O)CC(=O)N(CC(=O)NC(C)(C)C)c2cccc(C)c2C)cc1 (stereo not given)

assay / compound,1,2,3,4,5,6,7,8,9,10
TCR activator,4%,-2%,-8%,-1%,-6%,-4%[46.1 µM],7%,-6%,1%,-1%
CXXC DNA block,-4%,-6%,-9%,-4%,0%,-9%,3%,-19%,5%,0%
B2AR arrestin,0.0%,0.4%,0.1%,-0.3%,0.1%,0.1%,0.0%,-0.8%,-0.2%,0.0%
BRCA1 expr up,-15%,53%,-16%,-7%,-14%,2%,-7%,-13%,8%,-10%
TRPV1 agonist,0,0,0,-2,0,27,0,3,-4,1
ELG1 repair inh,-9%,28%,1%,-4%,1%,13%,11%,1%,17%,-2%
p53 reactivator,-2%,6%,9%,-11%,0%,11%,5%,-8%,0%,-5%
PTAP TSG101 blk,0%,1%,0%,-5%,0%,1%,-1%,1%,-1%,-3%
Integrin act MD,1%,7%,5%,0%,?,-31%,13%,-34%,27%,-149%[inhibitor]
A-T KAP1 phos,10%,-27%,5%,0%,-1%,2%,2%,-10%,-15%,-1%

[11] CN(Cc1ccco1)c1ncnc2ccc(-c3ccoc3)cc12
[12] CN(C(=O)C1CCN(S(=O)(=O)c2ccccc2)CC1)c1c(N)n(Cc2ccccc2)c(=O)[nH]c1=O
[13] O=C(Nc1cccc(-c2csc(Nc3ccccc3)n2)c1)c1ccccc1
[14] O=C1SC(SCc2ccccc2)=N/C1=C\c1ccc(C(=O)O)cc1
[15] COC(=O)[C@H](C)NC(=O)/C=C/c1ccc(OC)cc1
[16] Cc1ccc(-n2c(N)c(C(=O)Nc3ccccc3F)sc2=S)cc1C
[17] Cc1oc(-c2cccc(Cl)c2)nc1CS(=O)(=O)CC(=O)NCc1ccco1
[18] COCCCNC(=O)C(=O)NC1CCCCC1C (stereo not given)
[19] CCCCn1c(N)c(N(CC)C(=O)CSc2nnc(-c3ccco3)n2CC)c(=O)[nH]c1=O
[20] CCCc1nc(NCc2ccccc2)c(C#N)c2c1CCCC2

assay / compound,11,12,13,14,15,16,17,18,19,20
TCR activator,-21%,-4%,-4%,-5%,-2%[46.1 µM],0%,-6%,11%,15%,-7%[46.1 µM]
CXXC DNA block,.,.,5%,-27%,-2%,12%,17%,-9%,.,-6%
B2AR arrestin,-0.3%&0.0%,-0.2%,-0.7%,-0.7%,-0.3%,0.0%,-0.4%,0.3%,0.2%,0.6%
BRCA1 expr up,-7%,-4%,-16%,8%,27%,29%,-5%,-14%,6%,-19%
TRPV1 agonist,7,2,19,-1,1,?,15,-2,11,-1
ELG1 repair inh,?,23%,?,3%,23%,-16%,-7%,8%,10%,17%
p53 reactivator,-5%,1%,?,5%,?,-3%,-10%,-1%,-2%,13%
PTAP TSG101 blk,0%,-2%,-2%,0%,-7%,-2%,-5%,-1%,0%,-1%
Integrin act MD,.,15%,-45%[inhibitor],-11%,-15%,?,45%,19%,33%,15%
A-T KAP1 phos,7%&-2%,0%,23%,-2%,0%,1%,7%,3%,13%,9%

[21] O=C(CCNc1cc(Cl)cc(Cl)c1)c1cccs1
[22] O=C(CSc1nc2ccsc2c(=O)n1CC1CCC(C(=O)O)CC1)c1ccc(Cl)cc1 (stereo not given)
[23] COCCN1Cc2cccc(C(=O)Nc3c(C)cc(C)cc3C)c2C1=O
[24] NC(=S)N/N=C/c1ccc(-c2ccccc2)o1
[25] C=CCNC(=O)c1c(-c2c(F)cccc2Cl)noc1C
[26] COc1cc(-c2nnc(COc3ccc4ccccc4c3)o2)cc(OC)c1OC
[27] Cc1cccc(C(=O)c2cccc(C)c2)c1
[28] Cc1cc(=O)[nH]c2ccc(Cl)cc12
[29] CCn1c(COc2ccccc2C(N)=O)nc2ccccc21
[30] NC(=O)c1sc(=S)n(-c2ccc(Br)cc2)c1N

assay / compound,21,22,23,24,25,26,27,28,29,30
TCR activator,.,2%,2%,-2%,3%,-2%,-1%[46.1 µM],3%,3%[46.1 µM],3%
CXXC DNA block,2%,21%,-3%,2%,-1%,-3%,.,-1%,-1%,2%
B2AR arrestin,-0.3%,-0.1%,-0.2%,?,0.2%,-0.1%,-0.3%,0.2%,-0.4%,-0.1%
BRCA1 expr up,-39%,-22%,-11%,39%,7%,-36%,2%,-1%,29%,-36%
TRPV1 agonist,28,-3,0,2,-1,11,17,-2,-4,.
ELG1 repair inh,5%,1%,2%,-2%,-4%,?,1%,?,5%,9%
p53 reactivator,11%,-6%,-11%,17%,2%,-8%,1%,-6%,2%,3%
PTAP TSG101 blk,16%,-3%,-3%,-4%,-3%,1%,-3%,0%,-2%,?
Integrin act MD,-2%,?,-1%,-39%,4%,-8%,16%,-4%,29%,-7%
A-T KAP1 phos,6%,-1%,0%,1%,2%,-4%,3%,5%,-3%,16%

[31] CCCNS(=O)(=O)c1ccc(OCC(=O)Nc2ccc3c(c2)OCO3)cc1
[32] O=C(O)COc1ccc(/C=C/c2nc(-c3ccccc3O)n[nH]2)cc1
[33] COc1ccc(C(=O)NCc2ccncc2)cc1S(=O)(=O)NCc1ccc(Cl)cc1
[34] Cc1ccc(-c2c(NC(=O)c3ccco3)oc3ccccc3c2=O)cc1
[35] CCCN1C(=O)c2ccccc2NC1c1ccc(OC)cc1OC (stereo not given)
[36] CN(C)S(=O)(=O)n1ccnc1
[37] COc1cc(/C=N/NC(=O)c2cc(-c3ccccc3)sc2N)cc(OC)c1OC
[38] CC1CC(OC(=O)C2CCN(S(=O)(=O)c3ccc(F)cc3)CC2)C(=O)O1 (stereo not given)
[39] CC(C)(C)C(=O)/C(C#N)=C/c1ccc(O)cc1
[40] CCOc1ccc(CCNS(=O)(=O)c2ccc3c(c2)NC(=O)CC(=O)N3)cc1OCC
[41] O=C(NNC(=S)Nc1ccc(Br)cc1)c1cccnc1
[42] CC1CC(C)CN(C(=O)CSc2ccsc2[N+](=O)[O-])C1 (stereo not given)
[43] Oc1ccc(CNC2CCCCC2)cc1

assay / compound,31,32,33,34,35,36,37,38,39,40,41,42,43
TCR activator,-4%,.,4%,-2%,-2%,.,0%,-1%,-14%,2%,-3%,1%,2%
CXXC DNA block,-10%,5%,.,1%,-2%,-1%,-3%,.,-4%,9%,16%,6%,4%
B2AR arrestin,0.4%,-1.2%,-0.5%,0.2%,-1.2%,0.5%,-0.5%,-0.5%,-0.1%,-0.2%,0.0%,-0.1%,-0.8%
BRCA1 expr up,0%,3%,-5%,-5%,-6%,1%,-21%,22%,12%,2%,2%,-5%,-9%
TRPV1 agonist,-1,-6,0,5,18,0,-3,1,?,-5,-1,20,-3
ELG1 repair inh,3%,-21%,4%,-29%,3%,14%,23µM*,9%,?,-9%,0%,18%,-6%
p53 reactivator,-3%,.,-5%,11%,-4%,-7%,-3%,-5%,-2%,-4%,3%,-4%,-5%
PTAP TSG101 blk,0%,0%,-3%,-6%,-4%,-2%,-2%,-3%,-3%,-3%,-4%,-3%,1%
Integrin act MD,15%,?,11%,4%,15%,4%[7.66 µM],-36%,1%,-4%,?,-19%,3%,10%
A-T KAP1 phos,-6%,0%,5%,5%,11%,-5%,-5%,-7%,5%,4%,7%,3%,-1%
